Screens deposited in PubChem by several laboratories.
Rpn11 inh: inhibitors of human proteasome Rpn11; O00487; human 26S proteasome, Ub4-pepOG fluorescence polarization; 20S core pre-blocked with epoxomicin; calls only at 20 µM; 0.59% of 360,000 active; AID 588493;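 active means inhibition at 20 µM, scaled to each plate's controls, above about 33%, limit read from the data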
MLLE-PAM2 inh: blocks PAM2 peptide binding to the PABP1 MLLE domain; P11940; GST-MLLE / FITC-PAM2 fluorescence polarization; inhibition, % at 20 µM; 0.36% of 360,000 active; in the data active means inhibition above about 35%, passing the limit was not always enough;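 further: plate controls were DMSO wells with GST-MLLE for no effect and wells lacking GST-MLLE protein for full effect; some results filed as inactive read as strong as hits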
SKN-1 block: inhibitors of C. elegans SKN-1 | 0.49% of 360,000 active | inhibition, % at 21.8 µM | C. elegans VP596 Pgst-4::GFP/RFP ratio, acrylamide-induced, 24 h | AID 624304;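 active means interference check ratio from 0.5 to 1.5 plus GFP to RFP signal ratio inhibition reaching or exceeding a fixed threshold, cut at about 30% in these data, passing the limit was not always enough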; further: some compounds called inactive have numbers as strong as hits
Rin1 Abl inh: human Rin1-Abl interaction inhibition | TR-FRET Rin1/Abl binding, biochemical | 0.4% of 360,000 active | inhibition, % at 7.35 µM | AID 588664; in the data active means inhibition above about 5%, passing the limit was not always enough
Target sequence (P00519 whole entry, looked up): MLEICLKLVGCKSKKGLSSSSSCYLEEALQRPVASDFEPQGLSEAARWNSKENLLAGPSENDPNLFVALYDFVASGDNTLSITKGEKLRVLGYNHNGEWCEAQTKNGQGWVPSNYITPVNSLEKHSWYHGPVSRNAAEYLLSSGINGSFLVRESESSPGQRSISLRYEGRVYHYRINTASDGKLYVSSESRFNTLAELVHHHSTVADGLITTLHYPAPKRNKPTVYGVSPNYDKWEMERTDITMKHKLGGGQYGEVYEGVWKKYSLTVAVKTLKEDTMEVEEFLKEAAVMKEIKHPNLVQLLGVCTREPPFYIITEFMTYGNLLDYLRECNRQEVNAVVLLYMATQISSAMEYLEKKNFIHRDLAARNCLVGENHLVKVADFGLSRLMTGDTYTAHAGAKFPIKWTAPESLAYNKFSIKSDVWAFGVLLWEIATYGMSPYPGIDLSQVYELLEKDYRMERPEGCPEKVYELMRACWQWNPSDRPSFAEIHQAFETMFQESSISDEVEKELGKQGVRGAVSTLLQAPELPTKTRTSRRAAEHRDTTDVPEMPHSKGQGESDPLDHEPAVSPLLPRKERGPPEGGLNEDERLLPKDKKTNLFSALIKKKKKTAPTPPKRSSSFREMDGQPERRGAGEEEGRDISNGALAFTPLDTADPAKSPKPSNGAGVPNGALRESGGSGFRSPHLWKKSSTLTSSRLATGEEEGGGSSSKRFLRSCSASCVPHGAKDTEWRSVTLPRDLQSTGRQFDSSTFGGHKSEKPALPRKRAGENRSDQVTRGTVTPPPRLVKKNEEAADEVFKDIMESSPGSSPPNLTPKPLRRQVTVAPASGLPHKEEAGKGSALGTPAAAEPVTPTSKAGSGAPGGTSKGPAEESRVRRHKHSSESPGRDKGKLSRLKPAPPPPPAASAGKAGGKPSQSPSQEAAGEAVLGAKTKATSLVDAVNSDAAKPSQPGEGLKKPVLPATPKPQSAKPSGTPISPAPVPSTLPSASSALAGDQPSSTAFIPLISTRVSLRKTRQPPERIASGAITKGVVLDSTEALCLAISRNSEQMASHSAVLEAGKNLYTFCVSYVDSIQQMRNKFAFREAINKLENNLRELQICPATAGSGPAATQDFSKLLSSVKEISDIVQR
Target sequence (Q13671 whole entry, looked up): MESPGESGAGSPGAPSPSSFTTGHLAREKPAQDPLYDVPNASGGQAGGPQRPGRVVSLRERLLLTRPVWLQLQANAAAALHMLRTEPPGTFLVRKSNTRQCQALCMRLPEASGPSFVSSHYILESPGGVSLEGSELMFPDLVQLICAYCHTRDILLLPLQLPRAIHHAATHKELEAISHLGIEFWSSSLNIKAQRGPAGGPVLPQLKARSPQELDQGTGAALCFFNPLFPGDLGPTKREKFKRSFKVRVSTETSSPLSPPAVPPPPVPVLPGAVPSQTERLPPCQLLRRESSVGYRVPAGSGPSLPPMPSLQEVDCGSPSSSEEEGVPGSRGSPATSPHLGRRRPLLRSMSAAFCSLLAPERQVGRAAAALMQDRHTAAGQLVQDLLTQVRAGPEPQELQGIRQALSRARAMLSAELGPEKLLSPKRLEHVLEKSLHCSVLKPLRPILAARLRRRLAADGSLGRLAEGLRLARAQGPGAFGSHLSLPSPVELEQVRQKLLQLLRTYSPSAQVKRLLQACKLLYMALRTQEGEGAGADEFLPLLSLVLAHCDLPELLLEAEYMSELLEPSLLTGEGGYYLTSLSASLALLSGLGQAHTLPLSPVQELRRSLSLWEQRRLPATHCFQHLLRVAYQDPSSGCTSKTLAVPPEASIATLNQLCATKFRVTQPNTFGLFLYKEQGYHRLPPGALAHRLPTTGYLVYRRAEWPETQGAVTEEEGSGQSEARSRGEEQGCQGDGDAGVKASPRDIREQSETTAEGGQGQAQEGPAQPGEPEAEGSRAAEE
NadD block: inhibitors of Staphylococcus aureus NadD | purified NadD enzyme, colorimetric absorbance read-out | inhibition, % at 20 µM | 0.78% of 360,000 active; in the data active means inhibition above about 26%; further: some compounds past the cut are filed as inactive
Neddylation inh: blocks human cullin neddylation. 0.58% of 360,000 active. calls only at 25 µM. TR-FRET cullin neddylation, biochemical. AID 651699. P61081+Q13564; in the data active means inhibition above about 36%
CSN deneddyl inh: blocks human CSN-mediated cullin deneddylation; Purified CSN, SCF-Nedd8-OG deneddylation, fluorescence polarization; inhibition, % at 12.5 µM; 0.38% of 360,000 active; Q92905;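 active means pattern-corrected inhibition above about 35%, with an unprinted fluorescence ratio check between 0.5 and 1.5, limit read from the data, passing the limit was not always enough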;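 further: 0% = enzyme with substrate and 100% = substrate without enzyme; some results filed as inactive read as strong as hits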
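Schedule: reaction 90 min, room temperature / Assay system: HEK293T-derived human Csn5 enzyme / Input: Csn5 at 0.24 nM final / Measure: inhibition of Csn5 cleavage, % / Control set: substrate-only high control, full reaction low control / Technique: fluorescence polarization of the substrate / Buffer or medium: Tris/NaCl/DTT buffer, pH 7.5 / Reagent: SCFSkp2-Nedd8OG substrate at 10 nM final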
FAS-TE inh: blocks the thioesterase domain of human fatty acid synthase. recombinant FAS-TE, OMFH fluorogenic substrate, fluorescence endpoint. inhibition, % at 15 µM. 0.67% of 360,000 active. AID 602261;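 active means compounds whose normalised, plate-corrected inhibition of enzyme fluorescence in the single-dose primary screen is 50% or more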;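 further: 0% = DMSO with enzyme and 100% = substrate without enzyme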
MT1-MMP act inh: inhibitors of human MT1-MMP activation. HT1080 RFP-PRO-GFP cells, GFP/RFP ratio fluorescence, overnight; percent of plate control window, DMSO zero. P50281. AID 651647. GFP/RFP ratio change, % at 20 µM. 0.061% of 360,000 active;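 active means GFP/RFP ratio change of at least 30% with cell ATP level not reduced by more than half and red fluorescence within 50% of control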; further: strong numbers were not always called active
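Assay system: HT1080 RFP-PRO-GFP cells | Dosing: 20 µM single dose, 1% DMSO | Incubation: Cells overnight before dosing, compound overnight, 37 °C, 5% CO2 | Evaluation: GFP/RFP fluorescence ratio | Control set: DMSO-only wells and HT1080 RFP-L50D-GFP cell wells as references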
* hit, by the source's call; i = inactive; / = no result given.

Abbreviations: A = Rpn11 inh; B = MLLE-PAM2 inh; C = SKN-1 block; D = Rin1 Abl inh; E = NadD block; F = Neddylation inh; G = CSN deneddyl inh; H = FAS-TE inh; I = MT1-MMP act inh
Cn1c(SCC(=O)NC2CCCCC2)nnc1-c1ccccc1O
  A: i	B: -5	C: 5	D: -2	E: 1	F: i	G: 9	H: -9	I: 2
C=CCN1C(c2ccc(Br)cc2)=CS/C1=C(/C#N)c1nnc(N2CCOCC2)n1-c1ccccc1
  A: i	B: -22	C: -1	D: -1	E: 17	F: i	G: 7	H: 24	I: 0
O=[N+]([O-])c1ccc(C=NN2CCOCC2)s1
  A: i	B: -2	C: 8	D: -11	E: 1	F: i	G: 7	H: -5	I: 12
COc1ccc(/C=N/N2CCN(c3ccc(Cl)cc3)CC2)cc1
  A: i	B: 0	C: -6	D: -2	E: 5	F: i	G: -2	H: 0	I: 2
CCc1sc(C(=O)NC(C)C2CCCO2)cc1Br (stereo unspecified)
  A: i	B: -4	C: -18	D: 2	E: 0	F: i	G: 1	H: -1	I: -2
O=C(NC1CCCc2ccccc21)c1ccc(=O)[nH]c1 (stereo unspecified)
  A: i	B: -4	C: -12	D: 2	E: -3	F: i	G: -2	H: -8	I: -3
COc1ccc(N2CCN(CC(O)COCc3ccccc3)CC2)cc1 (stereo unspecified)
  A: i	B: -1	C: -6	D: -3	E: -6	F: i	G: -2	H: -2	I: 3
CC(=O)c1cccc(NC(=O)C(C)OC(=O)CN2C(=O)NC(C)(C)C2=O)c1 (stereo unspecified)
  A: i	B: 15	C: -19	D: 1	E: -1	F: i	G: 1	H: -9	I: -2
CN(Cc1cnccn1)C(=O)c1cc(COc2cccc(C(F)(F)F)c2)on1
  A: i	B: 6	C: -10	D: 3	E: 1	F: i	G: 2	H: -2	I: 0
CCc1ncc(C)nc1CC
  A: i	B: -8	C: 12	D: -1	E: 1	F: i	G: -3	H: -5	I: -1
CSc1ccc(S(=O)(=O)NCCCn2ccnc2)cc1
  A: i	B: 4	C: -1	D: 5	E: -5	F: i	G: -2	H: -4	I: 6
Cc1ccc(/C=C/C(=O)OCC(=O)NCc2cccs2)o1
  A: i	B: -6	C: 9	D: 0	E: 0	F: i	G: -2	H: -2	I: -4
COC(=O)c1ccccc1NC(=O)Cn1cnc([N+](=O)[O-])c1
  A: i	B: 6	C: 7	D: -2	E: 0	F: i	G: -5	H: -4	I: 1
O=C(NC(=S)N1CCc2ccccc21)c1ccco1
  A: i	B: 4	C: -1	D: 2	E: -5	F: i	G: 6	H: -8	I: 2
Clc1ccc(-c2nnc(COc3ncnc4sccc34)o2)cc1
  A: i	B: -31	C: 10	D: -3	E: -4	F: i	G: -1	H: -1	I: 4
Cc1ccc(C(=O)NCC(=O)N2CCN(c3ccccc3O)CC2)s1
  A: i	B: -9	C: -14	D: -4	E: 5	F: i	G: -1	H: -9	I: 7
CC(C)(C)NC(=O)CN(C(=O)CSc1nnc(COc2ccccc2)o1)c1cccc(F)c1
  A: i	B: -6	C: 1	D: -1	E: -3	F: i	G: 3	H: 0	I: -1
Cc1cccc(Oc2ccccc2NC(=O)CSCC(=O)Nc2cc(C)on2)c1
  A: i	B: 2	C: 7	D: -2	E: -3	F: i	G: -3	H: 3	I: -14
C#CNC(=O)C1(CC=C)CCNCC1
  A: i	B: 1	C: -6	D: 2	E: 1	F: i	G: -3	H: -14	I: 2
CCN(CC)CCCNC(=O)c1cc2c(Cl)nc3ccccc3c2s1
  A: i	B: -4	C: 2	D: -7	E: 1	F: i	G: 1	H: -1	I: /

Five compounds already listed, arranged by the value under CSN deneddyl inh, high to low:
Structure | Rpn11 inh | MLLE-PAM2 inh | SKN-1 block | Rin1 Abl inh | NadD block | Neddylation inh | CSN deneddyl inh | MT1-MMP act inh
O=C(NC(=S)N1CCc2ccccc21)c1ccco1 | i | 4 | -1 | 2 | -5 | i | 6 | 2
CCN(CC)CCCNC(=O)c1cc2c(Cl)nc3ccccc3c2s1 | i | -4 | 2 | -7 | 1 | i | 1 | /
Cc1ccc(C(=O)NCC(=O)N2CCN(c3ccccc3O)CC2)s1 | i | -9 | -14 | -4 | 5 | i | -1 | 7
CSc1ccc(S(=O)(=O)NCCCn2ccnc2)cc1 | i | 4 | -1 | 5 | -5 | i | -2 | 6
C#CNC(=O)C1(CC=C)CCNCC1 | i | 1 | -6 | 2 | 1 | i | -3 | 2

Looked up above.
Value of `COC(=O)c1ccccc1NC(=O)Cn1cnc([N+](=O)[O-])c1` in MT1-MMP act inh: 1
Value of `Clc1ccc(-c2nnc(COc3ncnc4sccc34)o2)cc1` in MLLE-PAM2 inh: -31
Value of `O=C(NC(=S)N1CCc2ccccc21)c1ccco1` in Rin1 Abl inh: 2
Value of `Cc1ccc(C(=O)NCC(=O)N2CCN(c3ccccc3O)CC2)s1` in SKN-1 block: -14

The listing continues:
Abbreviations: A = Rpn11 inh; B = MLLE-PAM2 inh; C = SKN-1 block; D = Rin1 Abl inh; E = NadD block; F = Neddylation inh; G = CSN deneddyl inh; H = FAS-TE inh; I = MT1-MMP act inh
O=S(=O)(/N=C/c1c(O)ccc2ccccc12)c1ccccc1
  A: i	B: 8	C: 9	D: 3	E: -6	F: i	G: 3	H: -7	I: -3
O=C(CCCC(=O)N1CCN(c2ccc([N+](=O)[O-])cc2)CC1)c1ccccc1
  A: i	B: 14	C: 12	D: -3	E: -5	F: i	G: -3	H: 9	I: 4
COC(=O)/C=C/c1ccc2c(c1)S(=O)(=O)N(Cc1ccc(OC)cc1)[C@H]2CC(=O)OC
  A: i	B: -4	C: -4	D: 4	E: -8	F: i	G: 1	H: 17	I: 1
Cc1ccc(-n2c(=O)c3c4c(sc3n3c(=S)[nH]nc23)CCC4)cc1
  A: i	B: -94	C: 3	D: 0	E: 3	F: i	G: -3	H: 1	I: -3
O=C(Nc1cccc(S(=O)(=O)N2CCCCC2)c1)c1cc2ccccc2o1
  A: i	B: -33	C: 3	D: 1	E: -4	F: i	G: 3	H: 23	I: -3
CCOC(=O)C1=CN(CC)S(=O)(=O)NC1c1cccc(OC)c1 (stereo unspecified)
  A: i	B: 13	C: 1	D: -1	E: 2	F: i	G: 1	H: -8	I: 3
CSc1cccc(-n2cc(-c3ccc4c(c3)OCO4)[nH]c2=O)c1
  A: i	B: 2	C: 13	D: 1	E: 39*	F: i	G: 2	H: 8	I: -10
Cc1ccccc1N(C)S(=O)(=O)c1nnc(NC(=O)c2ccccc2F)s1
  A: i	B: -11	C: 15	D: 2	E: 3	F: i	G: -1	H: -4	I: -1
N#CC1(NC(=O)CN2c3cccc4cccc(c34)S2(=O)=O)CCCCC1
  A: i	B: -8	C: 20	D: 3	E: 0	F: i	G: 0	H: -1	I: 4
Cc1cc(C)c(S(=O)(=O)n2nc(C)c(Br)c2C)c(C)c1
  A: i	B: 0	C: 0	D: 0	E: -2	F: i	G: 1	H: 1	I: -3
COCCNC(=O)CSc1cc(-c2ccccc2)c2ccc(OC)cc2n1
  A: i	B: 6	C: 5	D: -34	E: -4	F: i	G: 0	H: 17	I: -2
CN(C)c1ccc(C(=O)Nc2cc(C(F)(F)F)ccc2-n2cncn2)cc1
  A: i	B: -14	C: -4	D: -1	E: 1	F: i	G: -5	H: 11	I: 4
Cc1nc2ccccc2c(=O)n1CCc1ccc(O)cc1
  A: i	B: -7	C: 4	D: 1	E: -7	F: i	G: -4	H: 1	I: 3
COc1ccc(C2/C=C\CN(C(=O)Nc3ccc(C(F)(F)F)cc3)CC(=O)N2Cc2ccc(F)cc2)cc1 (stereo unspecified)
  A: i	B: 16	C: 13	D: -1	E: 0	F: i	G: 6	H: 18	I: -1
CC1CC(C)(C)NC(=S)N1CC(=O)NCc1ccc2c(c1)OCO2 (stereo unspecified)
  A: i	B: -105	C: 8	D: 3	E: -3	F: i	G: 1	H: 1	I: 1
Cc1cnc(C)c(Nc2nc(C(N)c3ccccc3)cs2)n1 (stereo unspecified)
  A: i	B: -10	C: 8	D: 0	E: 0	F: i	G: 1	H: -9	I: -3
COCCCn1c(SCC(=O)OC2CCCCC2)nnc1-c1ccco1
  A: i	B: -4	C: -2	D: -2	E: -1	F: i	G: -1	H: -2	I: 6
CCCCn1c(-c2ccc(F)c(F)c2)nc2cc3[nH]c(=O)c(C(C)C)nc3cc21
  A: i	B: -29	C: 18	D: -2	E: 17	F: /	G: 5	H: -18	I: 0
CCCc1cc(=O)n2nc(N3CCC(C(=O)Nc4c(F)c(F)c(F)c(F)c4F)CC3)sc2n1
  A: i	B: 11	C: 15	D: 1	E: 1	F: i	G: -6	H: -4	I: 2
CCn1c2ccccc2c2cc(C3C(C#N)=C(N)Oc4n[nH]c(COC)c43)ccc21 (stereo unspecified)
  A: i	B: -4	C: 19	D: 1	E: 11	F: i	G: 6	H: -4	I: -7

2 entries drawn at random from those above, as already listed:
Abbreviations: A = Rpn11 inh; B = MLLE-PAM2 inh; C = SKN-1 block; D = Rin1 Abl inh; E = NadD block; F = Neddylation inh; G = CSN deneddyl inh; H = FAS-TE inh; I = MT1-MMP act inh
Cc1nc2ccccc2c(=O)n1CCc1ccc(O)cc1
  A: i	B: -7	C: 4	D: 1	E: -7	F: i	G: -4	H: 1	I: 3
COc1ccc(C2/C=C\CN(C(=O)Nc3ccc(C(F)(F)F)cc3)CC(=O)N2Cc2ccc(F)cc2)cc1 (stereo unspecified)
  A: i	B: 16	C: 13	D: -1	E: 0	F: i	G: 6	H: 18	I: -1

(listing goes on)
Abbreviations: A = Rpn11 inh; B = MLLE-PAM2 inh; C = SKN-1 block; D = Rin1 Abl inh; E = NadD block; F = Neddylation inh; G = CSN deneddyl inh; H = FAS-TE inh; I = MT1-MMP act inh
Oc1c(N=Nc2ccccc2)sc2ccccc12
  A: i	B: -46	C: 15	D: -7	E: -8	F: i	G: 6	H: -2	I: -6
NS(=O)(=O)c1ccc(CNC(=O)c2cc(=O)c3cc(Cl)ccc3o2)cc1
  A: i	B: -4	C: 1	D: -1	E: -6	F: i	G: 3	H: 0	I: 1
O=C(NCCc1ccccc1)C1CCCN(S(=O)(=O)c2cccnc2)C1 (stereo unspecified)
  A: i	B: 3	C: 8	D: -2	E: 4	F: i	G: -3	H: -6	I: -5
COc1ccccc1Nc1ccc(C(=O)NCc2cccs2)cn1
  A: i	B: -7	C: 12	D: -2	E: 0	F: i	G: -6	H: 0	I: -3
CCn1c(CCNC(=O)c2ccc(Cl)cc2Cl)n[nH]c1=S
  A: i	B: 6	C: 12	D: -2	E: -3	F: i	G: -2	H: -2	I: 5
Nc1nnc(SCC(=O)NNC(=O)c2ccc(Cl)cc2)s1
  A: i	B: -32	C: -30	D: 1	E: 4	F: i	G: -3	H: -7	I: -8
O=C1NC(CCO)C(=O)NC1CCO (stereo unspecified)
  A: i	B: -11	C: -6	D: 0	E: 3	F: i	G: -1	H: -7	I: -1
O=C(NCc1ccncc1)Nc1ccccc1Cl
  A: i	B: -14	C: 14	D: -1	E: 1	F: i	G: -5	H: -7	I: 0
Cc1ccsc1C(=O)N1CCC1(C)C(=O)Nc1ccc2c(c1)OCCO2 (stereo unspecified)
  A: i	B: -6	C: 11	D: 0	E: -4	F: i	G: -1	H: -4	I: 4
